Source: PubChem BioAssay
GSK3B inh: human GSK3beta kinase inhibitors, primary screen, biochemical, cell-free homogeneous, HTS; activity score (negative = inhibition), % at 10 µM; AID 2097, 2009; 300,000 compounds, 0.038% hits; GST-GSK3beta kinase, ADP-Glo luminescence, 60 min; active compounds read low;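 active = more than half of replicate wells score below -50%, meaning over 50% inhibition versus plate controls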;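 also: 0% = median DMSO wells and -100% = median GW8510 positive control wells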
Target sequence (P49841 whole entry, looked up): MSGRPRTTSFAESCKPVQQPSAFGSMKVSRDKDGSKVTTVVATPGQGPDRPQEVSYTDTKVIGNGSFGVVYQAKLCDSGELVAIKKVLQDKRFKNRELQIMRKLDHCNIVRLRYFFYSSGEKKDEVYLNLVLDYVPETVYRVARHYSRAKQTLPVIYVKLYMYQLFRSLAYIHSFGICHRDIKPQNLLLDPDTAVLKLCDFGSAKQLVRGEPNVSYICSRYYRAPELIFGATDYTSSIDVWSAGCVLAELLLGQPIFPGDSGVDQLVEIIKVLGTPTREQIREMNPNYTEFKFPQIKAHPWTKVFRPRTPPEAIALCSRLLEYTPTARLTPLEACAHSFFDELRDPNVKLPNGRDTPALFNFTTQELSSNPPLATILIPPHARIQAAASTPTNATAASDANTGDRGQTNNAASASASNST
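Test system – GST-tagged human GSK3beta kinase, cell-free · Incubation – 60 min enzyme reaction, room temperature · Signal – ADP-Glo luminescence · Also added – peptide substrate and ATP at 25 µM · Controls – DMSO neutral wells and GW8510 at 20 µM as positive · Buffer or medium – Tris/MgCl2 kinase buffer · Measure – Luminescence-derived activity versus plate DMSO and GW8510 wells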
DYRK1A inh: rat Dyrk1A kinase inhibitors, primary screen, biochemical, single point, plate reader; inhibition, % at 12.5 µM; Dual specificity tyrosine-phosphorylation-regulated kinase 1A (Rattus norvegicus), Q63470; 310,000 compounds, 0.43% hits; AID 504441, 2011; ADP-Glo luminescence, NFATc1 peptide; in the data active = inhibition above about 50%;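 also: plate controls were vehicle with enzyme for no effect and no enzyme for full effect; many of its hits are not listed in these tables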
HDAC3 inhib: HDAC3 deacetylase inhibitors, primary screen, biochemical, fluorescence, cell-free homogeneous | Histone deacetylase 3 (Homo sapiens), O15379 | recombinant HDAC3, fluorogenic peptide/trypsin coupled | inhibition, % at 8.3 µM | 320,000 compounds, 0.15% hits | AID 2718, 2010; in the data active = inhibition above about 26%, passing the limit was not always enough
Target sequence (O15379 whole entry, looked up): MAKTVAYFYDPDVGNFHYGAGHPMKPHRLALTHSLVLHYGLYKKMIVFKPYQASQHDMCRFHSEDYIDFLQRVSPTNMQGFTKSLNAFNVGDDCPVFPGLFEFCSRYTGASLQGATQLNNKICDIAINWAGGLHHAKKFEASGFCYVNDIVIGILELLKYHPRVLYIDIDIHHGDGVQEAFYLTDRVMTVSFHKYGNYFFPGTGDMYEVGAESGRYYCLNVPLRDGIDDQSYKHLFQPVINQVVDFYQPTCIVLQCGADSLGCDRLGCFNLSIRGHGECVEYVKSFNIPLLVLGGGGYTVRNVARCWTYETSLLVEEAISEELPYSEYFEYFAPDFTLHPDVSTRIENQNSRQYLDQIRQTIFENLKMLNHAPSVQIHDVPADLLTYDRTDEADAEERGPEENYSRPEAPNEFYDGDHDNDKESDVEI
AI-2 QS modul: Vibrio harveyi AI-2 quorum sensing modulators, primary screen, JMH597 strain, luminescence/OD600 ratio; Vibrio harveyi JMH597 AI-2 luminescence/OD600 ratio, 9 h; active compounds read low; strain lacks LuxN and CqsS sensors; 0 = neutral-control median; activity change, % at 7.5 µM; 300,000 compounds, 0.4% hits; AID 2094, 2009; in the data active = activity change below about -75%, passing the limit was not always enough;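 also: luminescence divided by OD600 gain over 9 h not by final OD600 alone; inactives centre near 13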
HSF1 inh: HSF1 inhibitors in luciferase reporter cells, primary screen, cell-based, NIH3T3, luminescence; NIH3T3-HGL HSE-luciferase, MG132-induced, luminescence 8 h; active compounds read low; activity change, negative = inhibition, % at 7.5 µM (by protocol); 300,000 compounds, 0.77% hits;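 active = more than half of replicate wells show activity change below -50%, luminescence cut by over half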;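 also: luciferase reports HSF-1 transcriptional activity via heat shock element; 0% = median of DMSO wells and -100% = zero luminescence signal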
HSF-1 act: HSF-1 activators, primary screen, NIH3T3-HGL cells, MG132 stress, luminescence, single point; NIH3T3-HGL HSF-1 luciferase reporter, 8 h; 100% = twice DMSO control signal; activation, % at 9 µM; 300,000 compounds, 1.7% hits;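 active = mean replicate activation of at least 50% with a set share of replicates each reaching 50%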;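 also: 0% = median of the neutral control wells and 100% = twice that signal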
Platelet DG rel: inhibitors of platelet dense granule secretion, primary screen, cell-based, MLPCN, human platelets; human platelet-rich plasma, SFLLRN dense granule ATP release, luminescence; inhibition, %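 (compounds screened at 7.5 µM in platelet-rich plasma)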; 300,000 compounds, 0.22% hits;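 active = mean replicate score, as percent of positive control, at or above 50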
GSK3A inh: blockers of GSK3A enzyme activity – biochemical, luminescence, cell-free homogeneous, HTS, primary screen. AID 2650, 2010. 320,000 compounds, 0.1% hits. GSK-3 alpha kinase, ADP-Glo luminescence, 60 min. Glycogen synthase kinase-3 alpha (Homo sapiens), P49840. inhibition, % at 10 µM;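 in the data active = inhibition above about 50%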;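 also: GST-tagged GSK-3 alpha with peptide substrate and 25 µM ATP; 0% = DMSO neutral wells and 100% = GW8510 positive control wells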
PolyA inh: polyadenylation inhibitors in yeast reporter cells, primary screen, luminescence, S. cerevisiae. AID 1875, 2009. calls only at 12 µM. 300,000 compounds, 0.02% hits. S. cerevisiae SKY197-pL101 polyadenylation reporter, beta-gal luminescence; efflux-impaired pdr1/pdr3 knockout yeast; score 100 = 6 SD above DMSO;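 active = lowest replicate activity score at least 50, where 100 means six control SD above control mean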;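 also: yeast exposed to compound for 9 h at 30 °C; higher score means more reporter readthrough which indicates perturbed polyadenylation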
HSP90 refold inh: HSP90 inhibitors, primary screen, cell lysate, luminescence; Heat shock protein HSP 90 (rabbit reticulocyte lysate; luciferase refolding); Rabbit reticulocyte lysate, luciferase refolding luminescence, 3 h; inhibition, % at 5.6 µM; 290,000 compounds, 0.91% hits;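 active = inhibition above the screen-wide mean plus 3 SD, computed separately per campaign, cut at about 16% in these data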;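 also: 0% = DMSO wells and 100% = 60 µM geldanamycin wells; inhibitors lower the luminescence because luciferase stays unfolded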
* = called active by the depositor; i = inactive; . = not tested or not shown. The list is partial; rates above refer to the full screens.

SMILES	GSK3B inh	DYRK1A inh	HDAC3 inhib	AI-2 QS modul	HSF1 inh	HSF-1 act	Platelet DG rel	GSK3A inh	PolyA inh	HSP90 refold inh
O=C(Cn1cnc2ccccc2c1=O)N1CCOCC1	1.8	2.7	0.5	30.4	2.1	9.0	3.1	11.7	i	-0.3
O=S(=O)(/N=C(/NS(=O)(=O)c1ccccc1)c1ccccc1)c1ccccc1	2.0	-6.5	2.2	30.4	-3.4	4.1	3.8	-2.4	i	2.9
O=C(CSc1cccc2cccc(Cl)c12)NC1=NCCS1	-0.7	-3.4	3.5	3.4	-0.7	-4.6	-0.2	9.7	i	3.6
Cc1[nH]nc(N)c1-c1ccccc1	2.8	0.7	-1.0	40.9	1.0	18.3	7.8	-1.4	i	2.8
Cc1ccc(CN2CCN(Cc3cn[nH]c3-c3ccccc3)CC2CCO)o1 (centres undefined)	1.2	-3.7	5.9	3.5	5.2	7.8	6.7	-4.9	i	-1.8
CNC(=O)c1cc(S(=O)(=O)Nc2ccc3c(c2)OCCO3)ccc1C	-3.3	12.0	-5.2	8.7	-5.3	0.0	-1.1	-1.2	i	0.3
Nc1ncnc(SCc2c(F)cccc2Cl)n1	-1.7	.	-1.0	-1.4	-5.7	-0.9	11.3	-2.4	i	-1.2
O=C(c1ccccc1)c1c[nH]c(C(=O)NCc2cccnc2)c1	5.1	5.7	-6.3	16.8	-18.2	-20.4	3.5	-0.2	i	-0.1
COC(=O)c1cc(-c2cccc([N+](=O)[O-])c2)c2c(=O)n(C)c(=O)n(C)c2n1	2.0	1.4	-6.9	22.8	-5.8	-11.5	-8.7	-2.3	i	-2.2
Cc1nnc(NC(=O)CSc2nnc(Cc3cccn3C)n2CCc2ccccc2)s1	-3.0	3.0	-7.0	26.0	1.6	19.9	-5.4	-1.7	i	1.8
O=C(Nc1cc(Br)ccc1O)c1cc(-c2ccccc2)on1	-2.3	0.0	.	13.6	9.5	44.0	-3.3	.	i	1.5
Cc1cc(C)c(C#N)c(Nc2ccccc2Cl)n1	.	3.7	-8.0	.	11.1	-11.8	-0.3	0.4	i	1.0
COc1ccc(-n2ncc3c(SCC(=O)N4CCN(c5ccccc5OC)CC4)ncnc32)cc1	1.0	-0.3	3.4	5.6	13.8	32.4	5.0	-0.1	i	0.9
Cc1cc(NC(=O)CSc2nc3c(c(=O)n2-c2ccccc2)SC(C)C3)no1 (centres undefined)	-2.8	-0.9	2.4	34.1	-3.4	-12.5	2.5	-1.2	i	-4.2
COc1cccc(C2C(C(=O)c3cccs3)=C(O)C(=O)N2CCN2CCOCC2)c1 (centres undefined)	-0.3	10.0	9.5	29.3	-2.2	10.5	-1.3	1.4	i	-1.7
CCSc1nnc(NC(=O)[C@@H](NC(=O)c2cc(OC)cc(OC)c2)C(C)C)s1	3.3	-1.7	2.5	10.4	4.2	1.0	0.3	-1.7	i	2.5
CCOC(=O)CN1C(=O)SC(CC(=O)Nc2nccs2)C1=O (centres undefined)	-0.1	-0.4	0.9	20.0	0.6	16.2	5.4	7.0	i	2.8
O=C(Cn1cncn1)N/N=C/c1cccnc1	4.1	-1.8	3.4	6.8	-8.1	-3.3	-3.5	2.0	i	-2.8
Cc1cc(C)c(C)c(S(=O)(=O)N2CCN(C(=O)CCc3nc4ccccc4c(=O)[nH]3)CC2)c1C	0.4	-0.4	11.7	21.4	0.5	1.9	-0.8	0.1	i	-3.3
O=C1N/C(=C\c2ccccc2)C(O)=C1C=NCc1ccccc1	0.4	-5.3	.	1.9	4.9	7.6	-5.2	.	i	2.6
O=C(NC(NC(=S)Nc1ccc(Cl)cc1Cl)C(Cl)(Cl)Cl)c1cccc([N+](=O)[O-])c1 (centres undefined)	-1.3	-6.4	6.7	31.0	7.7	20.8	0.5	-1.3	i	1.9
CCc1ccc(NC(=O)C2CC(=O)Nc3ncnn32)cc1 (centres undefined)	-5.4	10.0	0.8	23.0	-10.2	-0.7	-5.6	-0.8	i	1.9
O=c1c(Cc2ccccc2)c(O)ccn1CCc1cnc[nH]1	-1.9	.	-8.4	7.6	-2.0	-16.5	-1.5	-10.3	i	0.3
CCCc1nc2scc(-c3ccccc3)c2c(=O)n1N	-1.0	-6.3	1.7	0.4	-8.6	-8.6	14.5	0.5	.	6.2
CCN1CCN(C(c2cc(OC)c(OC)c(OC)c2)c2nnnn2C(C)C)CC1 (centres undefined)	-3.9	4.3	1.9	-8.7	-0.8	23.3	-4.2	-3.8	i	-2.7
O=C(Nc1cccnc1)c1ccc(COc2cc(Cl)ccc2Cl)o1	-1.0	6.7	-1.4	7.7	10.8	12.0	15.2	0.8	i	2.7

Sorted by count of non-hydrogen atoms (ascending): some entries from above.
SMILES	GSK3B inh	DYRK1A inh	HDAC3 inhib	AI-2 QS modul	HSF1 inh	HSF-1 act	Platelet DG rel	GSK3A inh	PolyA inh	HSP90 refold inh
O=C(Cn1cncn1)N/N=C/c1cccnc1	4.1	-1.8	3.4	6.8	-8.1	-3.3	-3.5	2.0	i	-2.8
Cc1cc(C)c(C#N)c(Nc2ccccc2Cl)n1	.	3.7	-8.0	.	11.1	-11.8	-0.3	0.4	i	1.0
CCCc1nc2scc(-c3ccccc3)c2c(=O)n1N	-1.0	-6.3	1.7	0.4	-8.6	-8.6	14.5	0.5	.	6.2
CCc1ccc(NC(=O)C2CC(=O)Nc3ncnn32)cc1 (centres undefined)	-5.4	10.0	0.8	23.0	-10.2	-0.7	-5.6	-0.8	i	1.9
O=c1c(Cc2ccccc2)c(O)ccn1CCc1cnc[nH]1	-1.9	.	-8.4	7.6	-2.0	-16.5	-1.5	-10.3	i	0.3
O=C1N/C(=C\c2ccccc2)C(O)=C1C=NCc1ccccc1	0.4	-5.3	.	1.9	4.9	7.6	-5.2	.	i	2.6
O=C(Nc1cccnc1)c1ccc(COc2cc(Cl)ccc2Cl)o1	-1.0	6.7	-1.4	7.7	10.8	12.0	15.2	0.8	i	2.7
CCSc1nnc(NC(=O)[C@@H](NC(=O)c2cc(OC)cc(OC)c2)C(C)C)s1	3.3	-1.7	2.5	10.4	4.2	1.0	0.3	-1.7	i	2.5
CCN1CCN(C(c2cc(OC)c(OC)c(OC)c2)c2nnnn2C(C)C)CC1 (centres undefined)	-3.9	4.3	1.9	-8.7	-0.8	23.3	-4.2	-3.8	i	-2.7
COc1cccc(C2C(C(=O)c3cccs3)=C(O)C(=O)N2CCN2CCOCC2)c1 (centres undefined)	-0.3	10.0	9.5	29.3	-2.2	10.5	-1.3	1.4	i	-1.7
Cc1cc(C)c(C)c(S(=O)(=O)N2CCN(C(=O)CCc3nc4ccccc4c(=O)[nH]3)CC2)c1C	0.4	-0.4	11.7	21.4	0.5	1.9	-0.8	0.1	i	-3.3
COc1ccc(-n2ncc3c(SCC(=O)N4CCN(c5ccccc5OC)CC4)ncnc32)cc1	1.0	-0.3	3.4	5.6	13.8	32.4	5.0	-0.1	i	0.9
